PriA SSB inh: K. pneumoniae PriA-SSBct interaction inhibition. AlphaScreen SSBct-PriA binding, biotinylated peptide. inhibition, % at 33 µM. hit rate 0.6% among 430,000; in the data active means inhibition mostly above about 37%, no sharp cut-off; inactive means mostly below about 20%;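 further: plate controls were negative control peptide for no effect and reference peptide for full effect; strong numbers were not always called active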
Y pestis TopoI: blocks Yersinia pestis topoisomerase I activity. activity, % at 10 µM. Y. pestis Topo-I cleavage product accumulation, plate reader. hit rate 0.064% among 360,000. AID 504884; in the data active means activity above about 50%, passing the limit was not always enough; inconclusive means no clear call, values can overlap the other calls; further: inactives centre near 2
PrPC TRFRET: inhibitors of human cell surface prion protein PrPC. P04156. TR-FRET read-out. inhibition, % at 13.8 µM. hit rate 0.43% among 370,000; in the data active means inhibition above about 24%; further: 0% = median of the test wells and 100% = reference compound wells
TcdB inh: inhibitors of Clostridioides difficile toxin B glycohydrolase. P18177. TcdB glycohydrolase enzymatic assay, plate reader. inhibition, % at 9.99 µM. hit rate 0.24% among 350,000; in the data active means inhibition above about 10%
BH1578 lux ind: inducers of Vibrio cholerae quorum light production without autoinducers; V. cholerae BH1578 lux reporter, luminescence, 6 h; activation, % at 18.7 µM; hit rate 0.16% among 350,000; in the data active means activation mostly above about 9.7%, no sharp cut-off; inconclusive means no clear call, values can overlap the other calls; inactive means mostly below about 3.7%; further: not every result past the cut was called active; inactives centre near 0; reference of the scale not given here
BoNT-A LC inh2: blocks Botulinum neurotoxin A light chain protease | inhibition, % at 10 µM | hit rate 0.17% among 360,000 | multiplex microsphere protease substrate cleavage, flow cytometry; further: plate controls were buffer without enzyme for full effect and enzyme alone for no effect
3CLpro inhibitor: SARS-CoV 3CLpro protease inhibition. P0C6X7. recombinant SARS-CoV 3CLpro, quenched FRET peptide cleavage. inhibition, % at 6 µM. hit rate 0.14% among 290,000; in the data active means inhibition above about 12%
Anthrax LF inh2: inhibitors of Bacillus anthracis lethal factor protease; multiplex microsphere protease cleavage assay, LF; hit rate 0.12% among 360,000; P15917; inhibition, % at 10 µM; further: plate controls were buffer without enzyme for full effect and enzyme alone for no effect
Target sequence (P15917 whole entry, looked up): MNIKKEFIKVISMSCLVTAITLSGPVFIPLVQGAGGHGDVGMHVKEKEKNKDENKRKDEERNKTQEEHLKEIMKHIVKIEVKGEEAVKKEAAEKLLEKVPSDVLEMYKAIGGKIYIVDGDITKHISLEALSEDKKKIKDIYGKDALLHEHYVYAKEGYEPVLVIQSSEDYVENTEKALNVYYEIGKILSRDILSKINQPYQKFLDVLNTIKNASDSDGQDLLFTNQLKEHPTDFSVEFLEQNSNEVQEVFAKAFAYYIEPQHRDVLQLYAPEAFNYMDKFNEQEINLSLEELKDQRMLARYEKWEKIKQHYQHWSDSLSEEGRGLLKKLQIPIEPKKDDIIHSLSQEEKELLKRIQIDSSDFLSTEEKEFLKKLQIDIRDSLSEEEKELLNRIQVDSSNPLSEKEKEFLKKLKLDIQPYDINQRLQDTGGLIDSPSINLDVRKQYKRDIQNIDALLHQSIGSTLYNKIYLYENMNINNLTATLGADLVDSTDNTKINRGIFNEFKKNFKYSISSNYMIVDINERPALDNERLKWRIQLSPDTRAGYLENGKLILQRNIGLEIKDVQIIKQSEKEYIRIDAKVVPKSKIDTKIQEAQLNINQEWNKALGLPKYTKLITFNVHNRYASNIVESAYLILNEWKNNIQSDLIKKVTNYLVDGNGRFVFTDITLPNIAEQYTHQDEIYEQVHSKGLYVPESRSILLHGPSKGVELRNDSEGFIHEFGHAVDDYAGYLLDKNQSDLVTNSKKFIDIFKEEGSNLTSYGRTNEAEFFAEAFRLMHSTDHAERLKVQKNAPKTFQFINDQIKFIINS
PfHsp40 yeast: rescue of PfHsp40-mediated yeast toxicity; growth rescue, % at 12.5 µM; S. cerevisiae expressing PfHsp40, growth rescue, ATP luminescence; hit rate 0.68% among 340,000; AID 504582; in the data active means growth rescue above about 28%, passing the limit was not always enough; inconclusive means no clear call, values can overlap the other calls;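 further: yeast W303a lacking pdr1 and pdr3 grown in galactose medium; growth measured after three days at 30 °C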
* hit, by the source's call; i = inactive; ? = inconclusive; · = no result given; & = joins results of further samples. Unless noted, no stated cut-off is given here; in the data, active means inhibition above about 30%; inconclusive means no clear call, values can overlap the other calls; inactive means below that. Not all compounds are listed; count on the stated rates, not on these rows.

SMILES	PriA SSB inh	Y pestis TopoI	PrPC TRFRET	TcdB inh	BH1578 lux ind	BoNT-A LC inh2	3CLpro inhibitor	Anthrax LF inh2	PfHsp40 yeast
Cc1cc(C)nc(SCC(=O)Nc2ccc3c(c2)OCO3)n1	6	-2	3	0.9	0.5	-1.0	-5	4	-1.0
COC(=O)C1=C(C)N(Cc2ccccc2)C(=NCc2ccccc2)N[C@H]1c1cccc(C(F)(F)F)c1	-20	-13	·	·	0.9	-0.8	·	1	-0.2
CCC(CO)(CO)N(CC(=O)Nc1ccc(OC)cc1)CC(=O)Nc1ccc(OC)cc1	4	-3	15	1.1	-0.6	-3.1	-6	10	-0.5
CC(=O)N1C[C@H]2CON(C)[C@H]2C[C@H]1c1cccc(-c2ccc(C#N)cc2)c1	·	-1	-3	-0.5	i	-0.6	·	-5	·
Cc1cc(C)cc(SCc2noc(C(=O)NC(C)C)c2C(=O)NC(C)C)c1	-5	1	·	·	1.2	0.4	-2	-5	0.7
COC(=O)CN(c1ccccc1)S(=O)(=O)c1ccccc1	-14	2	-5	-0.2	i	-1.5	4	-4	-1.1
O=[N+]([O-])c1ccc(OCCCn2cncn2)cc1	-8	1	-6	-0.9	i	·	0	·	51*
CCCCN(C(=O)CCC(=O)Nc1cc(C)on1)C(C(=O)NC1CCCC1)c1cccc(OC)c1 (stereo unspecified)	-8	-8	-6	-0.6	-0.6	1.8	4	1	-1.2
Cc1ccc(O)c(C(=O)c2cnc3c(c2)CN(C)C(=O)N3)c1	-10	3	0	·	i	3.0	3	-4	1.6
S=C(Nc1ccc(-c2nc3ccccc3[nH]2)cc1)Nc1cccnc1	13	-4	3	1.4	-0.1	-1.5	4	0	-2.2
O=C(Nc1ccccn1)NC1CCS(=O)(=O)C1 (stereo unspecified)	-6	-3	5	·	-0.3	-3.1	-6	4	-0.4
Cc1cc(=O)[nH]c(N2CCCCC2)n1	-5&-21	13	-4	0.9	-1.3	0.0	·	-6	0.1
COc1ccc(NC(=O)C2CCN(S(=O)(=O)c3ccc(N4CCCC4=O)cc3)CC2)cc1OC	4	-2	2	-2.9	-0.2	1.6	0	2	-0.3
CC(=O)c1cccc(NC(=O)N2CCCC2C(=O)Nc2cccc(C)c2)c1 (stereo unspecified)	-17	-5	-3	·	-0.6	-0.1	-5	2	1.6
Cc1ccc2cc3cc(C(=O)N4CCC5(CC4)OCCO5)oc3nc2c1	-7	3	-14	·	·	-0.6	-5	0	1.0
O=C(Nc1nnc(-c2ccncc2)o1)c1ccccc1	-7	-9	0	0.7	-0.6	0.1	2	0	-1.7
CCn1c(SCC(=O)C(C)(C)C)nnc1-c1ccccc1OC	3	-4	-10	·	-0.5	-0.4	0	6	-0.4
COc1cccc(C(=O)C2CCCN(C(=O)c3ccc(C#CC(C)(C)O)cc3)C2)c1 (stereo unspecified)	2	7	5	0.5	i	-0.5	-1	0	-0.6
CCO[C@H]1OC(C(=O)N2CCN(Cc3ccccc3)CC2)=C[C@@H](C2CCCCC2)[C@@H]1CCCO	-1	25	9	-0.9	i	0.2	-2	0	-0.2
CCc1nnc(NC(=O)CCC(=O)NCCc2ccccc2)s1	-9	8	-2	4.7	-0.3	-2.6	0	-2	-1.3
CN(C)CCCOC(=O)COc1ccc(Br)cc1	0	1	1	-0.7	-0.6	?	-5	-10	0.2
CN(CCc1ccccn1)C(=O)CCC1CCCN(C(=O)c2n[nH]c3c2CCCC3)C1 (stereo unspecified)	-13	-1	-3	0.8	-0.5	0.4	4	7	0.8
CCOc1cc(C)c(S(=O)(=O)NC2CC(C)(C)NC(C)(C)C2)cc1C	-3	-4	-6	-0.2	-0.2	-0.5	-3	-4	0.0
CCOC(=O)c1c(C)c(C(=O)NCCc2ccccc2)c(C)n1C	-4	0	-1	0.2	-1.1	-0.4	3	2	-1.2
CC(C)(C)OC(=O)N1CCC(c2cc(=O)n3[nH]c(-c4ccc(Cl)cc4)cc3n2)CC1	-13	-1	4	1.0	-0.1	-0.5	2	-7	-0.3

(continued)
SMILES	PriA SSB inh	Y pestis TopoI	PrPC TRFRET	TcdB inh	BH1578 lux ind	BoNT-A LC inh2	3CLpro inhibitor	Anthrax LF inh2	PfHsp40 yeast
CCC(=O)NNc1nc2c(Cl)cccc2s1	3	-13	-8	0.7	-0.5	-0.3	4	3	-0.4
CCc1cc2c(NCC3CCCO3)ncnc2s1 (stereo unspecified)	-15	-1	13	·	-4.0	-0.6	-11	-4	-0.6
CC(=O)c1ccc(S(=O)(=O)Nc2ccc(-c3ccc4nnc(C)n4n3)cc2)cc1	-1	1	-12	-0.1	-1.0	4.9	0	2	1.0
O=C1C=C(Nc2ccc(Cl)cc2)CC(c2ccccc2)C1 (stereo unspecified)	-4	1	10	·	-0.3	0.1	1	-1	-1.7
CCOC(=O)C1CCN(C(=O)COC(=O)CSc2ccc(C(N)=O)cc2[N+](=O)[O-])CC1	-3	7	-14	0.0	-12	-2.7	2	1	0.7
COc1ccc(/C=C2\SC(=O)N(CCC(=O)NCCCn3ccnc3)C2=O)cc1	11	7	-3	2.1	-0.4	2.0	-4	0	1.0
C=CC[C@@H](CC(=O)N[C@H](CO)Cc1ccccc1)C(=O)N[C@@H](COC(=O)[C@@H](CC=C)Cc1ccc(F)cc1)Cc1c[nH]c2ccccc12	3	3	1	-0.4	-0.5	-1.0	·	-10	-0.8
N#CCC(=O)Nc1ccc(C(=O)OCC(=O)Nc2ccccc2Sc2ccccc2)cc1	5	1	-3	0.3	0.4	1.0	1	-1	-0.5
O=[N+]([O-])c1ccc(COc2ccccc2CN2CCCCC2)cc1	10	-6	-10	-1.9	i	-0.1	·	0	-0.5
COc1ccc(OCCNC(=O)c2ccc(C)cc2)cc1	-3	0	-1	-1.0	i	-3.1	0	-5	4.9
CC(C)n1nc(C(=O)Nc2cccc(S(=O)(=O)N3CCCCC3)c2)c2ccccc2c1=O	2	22	8	0.2	-2.1	-0.8	·	-4	-0.3
CCOC(=O)c1cc2c(=O)n3cccc(C)c3nc2n(Cc2ccco2)c1=NC(=O)c1ccc(C)cc1	-21	0	·	·	i	-2.1	·	-5	-0.6
COc1ccc(C(CNC(=O)c2ccc(S(=O)(=O)N3CCCC3)cc2)N2CCOCC2)cc1 (stereo unspecified)	-12	7	-7	0.8	i	-0.9	4	-7	0.3
CC(=O)Nc1ccc(C(=O)N2CCc3cc4c(cc3C2C)OCCCO4)cc1 (stereo unspecified)	2	2	1	1.1	-0.5	0.8	-3	1	-0.2
CCN(C(=O)COC(=O)CNC(=O)c1ccc2ccccc2c1)c1c(N)n(Cc2ccccc2)c(=O)[nH]c1=O	7	3	7	0.7	1.8	-0.6	·	-6	0.6
CC(C)(C)N1CC(C(=O)Nc2ccc(S(=O)(=O)N3CCCCC3)cc2)CC1=O (stereo unspecified)	-2	18	2	0.6	i	5.9	·	3	-1.0
O=C(O)c1cccc(N/N=C/c2cn(-c3ccccc3)nc2-c2cccs2)c1	·	-18	-2	-0.4	-0.2	0.3	2	5	3.0
O=C1/C(=C/c2cccs2)SC(=S)N1c1ccccc1	-9	4	-1	·	-0.3	1.2	-2	-4	-0.4
CCCCc1nc2ccccc2c(C(=O)O)c1C	10	1	2	·	-0.7	1.7	0	3	0.0
O=C1c2ccncc2C(=O)N1C1CCCCC1	-6	-1	0	·	3.6	2.2	7	1	-0.3
CC1CCCCN1C(=O)c1ccc(C(=O)Nc2ccc(F)cc2)cc1 (stereo unspecified)	3	7	3	0.9	4.8	0.1	·	-6	0.0
COc1cccc(S(=O)(=O)Nc2cccc(C(=O)N3CCCCCC3)c2)c1	6&-14	0	6	·	-0.2	0.9	-2	-3	0.4
CN1c2ccccc2Oc2ccccc21	1	7	-2	·	-0.3	-0.3	2	-1	0.3

Profiles from above. Screens in order: PriA SSB inh | Y pestis TopoI | PrPC TRFRET | TcdB inh | BH1578 lux ind | BoNT-A LC inh2 | 3CLpro inhibitor | Anthrax LF inh2 | PfHsp40 yeast
`CC(=O)Nc1ccc(C(=O)N2CCc3cc4c(cc3C2C)OCCCO4)cc1` (stereo unspecified) as listed: 2 | 2 | 1 | 1.1 | -0.5 | 0.8 | -3 | 1 | -0.2
`CC(C)n1nc(C(=O)Nc2cccc(S(=O)(=O)N3CCCCC3)c2)c2ccccc2c1=O` as listed: 2 | 22 | 8 | 0.2 | -2.1 | -0.8 | · | -4 | -0.3
`CCN(C(=O)COC(=O)CNC(=O)c1ccc2ccccc2c1)c1c(N)n(Cc2ccccc2)c(=O)[nH]c1=O` as listed: 7 | 3 | 7 | 0.7 | 1.8 | -0.6 | · | -6 | 0.6
`CN1c2ccccc2Oc2ccccc21` as listed: 1 | 7 | -2 | · | -0.3 | -0.3 | 2 | -1 | 0.3
`COc1ccc(/C=C2\SC(=O)N(CCC(=O)NCCCn3ccnc3)C2=O)cc1` as listed: 11 | 7 | -3 | 2.1 | -0.4 | 2.0 | -4 | 0 | 1.0

Some of the entries so far, field by field.
CCN(C(=O)COC(=O)CNC(=O)c1ccc2ccccc2c1)c1c(N)n(Cc2ccccc2)c(=O)[nH]c1=O
  PriA SSB inh = 7 | Y pestis TopoI = 3 | PrPC TRFRET = 7 | TcdB inh = 0.7 | BH1578 lux ind = 1.8 | BoNT-A LC inh2 = -0.6 | 3CLpro inhibitor = · | Anthrax LF inh2 = -6 | PfHsp40 yeast = 0.6

CC(C)(C)N1CC(C(=O)Nc2ccc(S(=O)(=O)N3CCCCC3)cc2)CC1=O (stereo unspecified)
  PriA SSB inh = -2 | Y pestis TopoI = 18 | PrPC TRFRET = 2 | TcdB inh = 0.6 | BH1578 lux ind = i | BoNT-A LC inh2 = 5.9 | 3CLpro inhibitor = · | Anthrax LF inh2 = 3 | PfHsp40 yeast = -1.0

O=C(O)c1cccc(N/N=C/c2cn(-c3ccccc3)nc2-c2cccs2)c1
  PriA SSB inh = · | Y pestis TopoI = -18 | PrPC TRFRET = -2 | TcdB inh = -0.4 | BH1578 lux ind = -0.2 | BoNT-A LC inh2 = 0.3 | 3CLpro inhibitor = 2 | Anthrax LF inh2 = 5 | PfHsp40 yeast = 3.0

High-throughput results deposited in PubChem BioAssay by several laboratories.
